Pemphigus Ab inh = inhibitors of pemphigus antibody binding to human desmoglein-3. P32926. DSG3-coupled beads, scFv-anti-DSG3-GFP binding, flow cytometry; hits give low values. binding (percent of control), % at 10 µM. actives 0.48% (n = 310,000). AID 588358;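 active means binding more than 3 SD below its plate's average and above zero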;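 further: hits lower antibody fragment binding to DSG3; some compounds called inactive have numbers as strong as hits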
DAGLB inhibitor = blocks human DAGLB lipase activity | Q8NCG7 | HEK293T DAGLB membrane lysate, EnzChek fluorogenic substrate | inhibition, % at 5.17 µM | actives 0.059% (n = 340,000) | AID 504411; in the data active means inhibition above about 34%;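 further: 0% = enzyme with vehicle and 100% = wells lacking enzyme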
Target sequence (Q8NCG7 whole entry, looked up): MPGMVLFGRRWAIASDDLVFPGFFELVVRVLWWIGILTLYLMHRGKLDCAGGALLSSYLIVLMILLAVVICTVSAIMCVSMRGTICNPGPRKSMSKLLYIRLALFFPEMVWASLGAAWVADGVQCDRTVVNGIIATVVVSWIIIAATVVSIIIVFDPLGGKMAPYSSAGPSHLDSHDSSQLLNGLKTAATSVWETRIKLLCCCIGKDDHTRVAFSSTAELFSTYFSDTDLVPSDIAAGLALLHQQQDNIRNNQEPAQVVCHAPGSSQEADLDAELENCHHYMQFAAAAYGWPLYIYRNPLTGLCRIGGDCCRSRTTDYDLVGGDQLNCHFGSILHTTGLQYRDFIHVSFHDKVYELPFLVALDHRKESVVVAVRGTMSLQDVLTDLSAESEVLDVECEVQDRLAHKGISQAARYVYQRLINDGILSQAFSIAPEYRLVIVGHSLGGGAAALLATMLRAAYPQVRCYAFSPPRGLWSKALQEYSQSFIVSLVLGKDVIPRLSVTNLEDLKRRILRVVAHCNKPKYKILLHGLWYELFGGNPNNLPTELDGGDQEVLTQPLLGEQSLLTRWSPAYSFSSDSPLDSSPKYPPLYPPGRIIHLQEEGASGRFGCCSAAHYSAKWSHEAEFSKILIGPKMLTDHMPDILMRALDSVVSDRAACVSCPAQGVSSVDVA
CAL PDZ FP-1 = human CAL PDZ-peptide interaction inhibition; Q9HD26; purified CAL PDZ, TMR-peptide fluorescence polarization, 1 h; inhibition, % at 20 µM; actives 0.02% (n = 330,000); AID 504414;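 active means highest replicate inhibition of at least 40%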;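 further: plate controls were DMSO neutral control wells for no effect and unlabeled competitor peptide control wells for full effect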
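System: tagged CAL PDZ domain. Schedule: 1 h room-temperature incubation prior to read. Signal: fluorescence polarization (mP). Measure: percent inhibition from loss of millipolarization.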
CAL PDZ FP-2 = CAL PDZ (human) peptide binding inhibition. Q9HD26. purified CAL PDZ, TMR-peptide fluorescence polarization, 1 h. inhibition, % at 24.9 µM. actives 0.92% (n = 300,000). AID 602252;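 active means mean inhibition of at least 30% with at least half of replicates also reaching 30%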;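 further: 0% = DMSO neutral control and 100% = excess unlabeled competitor peptide PRC23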
Arrestin-AP2 inh = blocks beta-arrestin peptide binding to AP2 adaptin | FITC-arrestin peptide / GST-AP2 beads, flow cytometry; AP2 beta2 appendage carries R879A mutation | inhibition, % at 10 µM | actives 0.31% (n = 340,000);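 active means inhibition above a set limit, near 3 SD of compounds lacking own fluorescence, cut at about 54% in these data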;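 further: plate controls were DMSO wells for no effect and 5 µM unlabelled arrestin peptide for full effect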
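System: GST-AP2 R879A glutathione beads | Also added: FITC-arrestin peptide, 50 nM | Times: 12 min plus 1 h, RT | Signal: Bead flow cytometry, FITC channel | Buffer or medium: PBS with 0.05% Tween 20 and 0.1% BSA | Read-out basis: Percent drop in bead-associated FITC signal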
V-ATPase pHluor = yeast V-ATPase proton transport regulation by pHLuorin. S. cerevisiae, pHLuorin cytosolic pH fluorescence. actives 0.37% (n = 350,000). response, % at 10 µM. AID 504577; in the data active means response mostly above about 7.3%, no sharp cut-off; inactive means mostly below about 5.4%; further: actives read high; inactives centre near 0; some compounds called inactive have numbers as strong as hits; reference of the scale not given here
Keap1-Nrf2 PPI = Keap1-Nrf2 (human) interaction inhibition | inhibition, % at 9.4 µM | Keap1 Kelch-Nrf2 peptide fluorescence polarization, 1536-well | actives 0.15% (n = 340,000) | AID 504523; in the data active means inhibition above about 12%;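 further: human Keap1 Kelch domain with fluorescein labeled Nrf2 9mer peptide probe; 0% = neutral control wells and 100% = peptide positive control; higher means more block of Keap1 binding to Nrf2 peptide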
C-LANA FP = blocks KSHV LANA C-terminal domain binding to DNA; MBP-C-LANA/FAM-LBS DNA binding, fluorescence polarization; inhibition, % at 9 µM; actives 0.078% (n = 340,000);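 active means highest replicate inhibition at or above 60% at 9 µM, even if other replicates fall short; inactive means all replicates below 60% inhibition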;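 further: 0% = neutral control wells and 100% = 4 µM acridine orange control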
NSD2 HMT inh = NSD2 (human) methyltransferase inhibition; O96028; NSD2 peptide methylation, AlphaScreen, 120 min; inhibition, % at 12.5 µM; actives 0.54% (n = 310,000); in the data active means inhibition above about 50%
Cardiac RTF inh = cardiac RTF calcium desensitization. P19429+P45379. IANBD-labeled cardiac RTF, Ca2+ fluorescence. inhibition, % at 7.15 µM. actives 0.12% (n = 340,000). AID 493244;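 active means inhibition above the mean inhibition of all tested compounds plus 3 SD, cut at about 17% in these data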;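 further: assay run at fixed EC70 calcium of 1.6 mM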
The depositor's hits bear a star; x = not tested or not shown.

nr | mol | Pemphigus Ab inh | DAGLB inhibitor | CAL PDZ FP-1 | CAL PDZ FP-2 | Arrestin-AP2 inh
1 | O=C1C=C(Nc2ccccc2)CC(c2ccccc2)C1 (stereo not given) | 81 | -4 | -1.7 | 0 | 12
2 | O=C(COC(=O)c1ccc(S(=O)(=O)Nc2ccccc2)cc1)NCc1ccco1 | 101 | 0 | 0.7 | 9 | 11
3 | COc1ccc(CNC(=O)C[C@H]2C[C@H](C(=O)N(C(C)C)C(C)C)[C@@]3(C)c4[nH]c5cc(-c6ccco6)ccc5c4CCN3C2=O)cc1OC | 103 | 3 | -0.8 | -3 | 27
4 | O=c1[nH]c2ccccc2c(O)c1Cc1ccccc1 | 101 | -1 | -1.9 | 1 | 42
5 | COC(C[C@H](O)C[C@@H](O)[C@H](C)OCc1ccccc1)OC | 101 | -3 | -1.2 | -2 | 7
6 | CC1CCCCN1c1nc2nonc2nc1N1CCCCC1C (stereo not given) | 96 | -8 | -1.7 | -1 | 3
7 | Cc1ccccc1NC(=O)c1cccc(NC(=O)c2ccco2)c1 | 116 | -3 | -0.2 | 1 | -11
8 | CC(=O)Oc1ccc(/C=N/NC(=O)CCSc2ccccc2)cc1 | 104 | -2 | -0.8 | -5 | 3
9 | OCCCn1c(CCNc2nc(-c3ccc(Cl)cc3)cs2)nc2cc(C(F)(F)F)ccc21 | 107 | 3 | -0.9 | -1 | 0
10 | O=C1OC(c2ccccc2)/C(=C(/O)c2ccccc2)C1=O (stereo not given) | 106 | 1 | -0.7 | -1 | -17
11 | CCC(C)NC(=O)c1cc(-c2cccs2)nc2ccccc12 (stereo not given) | 100 | -2 | -1.4 | -3 | 31
12 | COc1cc(Br)c(CCNC(=O)c2ccco2)cc1OC | 85 | -1 | -2.1 | -1 | -5

nr | V-ATPase pHluor | Keap1-Nrf2 PPI | C-LANA FP | NSD2 HMT inh | Cardiac RTF inh
1 | 0 | -1 | 0.0 | -5 | -2
2 | 6 | -4 | -1.7 | -1 | -9
3 | -2 | -5 | 0.3 | x | -3
4 | 2 | 0 | -0.3 | -2 | 5
5 | 0 | 2 | -0.1 | x | -12
6 | -1 | -4 | 1.4 | 19 | 8
7 | 3 | -1 | 2.5 | -3 | -2
8 | 0 | -4 | -0.7 | 2 | -4
9 | 3 | -5 | 1.8 | x | 4
10 | -2 | 0 | -0.7 | 0 | 1
11 | -1 | 1 | 1.2 | x | -3
12 | -4 | -5 | -0.4 | -5 | -6

Further entries follow.
nr | mol | Pemphigus Ab inh | DAGLB inhibitor | CAL PDZ FP-1 | CAL PDZ FP-2 | Arrestin-AP2 inh
13 | COC(=O)[C@]1(Cc2ccccc2)N[C@H](CN(C)C(=O)NC(C)C)[C@@H]2C(=O)N(C)C(=O)[C@@H]21 | 94 | -3 | -0.4 | -6 | -4
14 | O=C(NCCC1=CCCCC1)c1cc(-c2ccccn2)nc2ccccc12 | x | -1 | -1.1 | 5 | 0
15 | O=C(NCc1ccc2c(c1)OCO2)c1c(F)c(F)c(F)c(F)c1F | 80 | -2 | 0.0 | 0 | 3
16 | CC1CC(C)(C)C2=NCCN21 (stereo not given) | 110 | -3 | x | x | x
17 | CC(=O)NC12CC3CC(C1)CC(C(=O)Nc1nc4ccc(F)cc4s1)(C3)C2 | 114 | 1 | -4.2 | -7 | 3
18 | CCN(CC)CCNC(=O)c1cc(S(C)(=O)=O)ccc1OC | 104 | 2 | 0.6 | 0 | 20
19 | CN(C)S(=O)(=O)c1cccc(NC(=S)Nc2cccc3cnccc23)c1 | 92 | -1 | -1.7 | -4 | 43
20 | COCCn1nnnc1C(c1ccc(OC)cc1)N1CCC(C)CC1 (stereo not given) | x | -2 | -0.8 | -5 | 17
21 | CCN(CC)S(=O)(=O)c1ccc(NC(=O)c2cccnc2Cl)c(NC(=O)c2cccnc2Cl)c1 | 106 | x | -1.1 | 2 | 11
22 | COc1ccc(C(C[N+](=O)[O-])n2nc(C)cc2C)cc1 (stereo not given) | x | 0 | -1.1 | -1 | -5
23 | CC(OC(=O)CNC(=O)c1ccccc1)C(=O)Nc1ccc(S(=O)(=O)N2CCOCC2)cc1 (stereo not given) | 100 | -2 | -1.9 | -5 | 6
24 | CN1c2ccccc2-c2nc3ccccc3n2C1c1cccs1 (stereo not given) | 100 | 1 | -0.3 | 0 | 5

nr | V-ATPase pHluor | Keap1-Nrf2 PPI | C-LANA FP | NSD2 HMT inh | Cardiac RTF inh
13 | 2 | -2 | -0.8 | x | 0
14 | 3 | -2 | 0.2 | -4 | -11
15 | -6 | -1 | -0.6 | -1 | -7
16 | 2 | x | x | -1 | x
17 | 0 | -3 | 0.9 | 3 | -6
18 | 1 | 0 | -4.1 | x | -1
19 | -5 | -2 | 0.3 | x | 2
20 | -3 | -1 | 1.1 | -2 | 1
21 | -2 | -1 | -0.3 | -1 | x
22 | 7 | -4 | -1.1 | -2 | 4
23 | 0 | -5 | 0.2 | -1 | -4
24 | 9 | 1 | -0.4 | -11 | -13

More structures:
nr | mol | Pemphigus Ab inh | DAGLB inhibitor | CAL PDZ FP-1 | CAL PDZ FP-2 | Arrestin-AP2 inh
25 | CCOc1ccc(NC(=O)C(=O)N/N=C/c2cccnc2)cc1 | 103 | -6 | -2.5 | 1 | 2
26 | Cc1csc(SCc2ccccc2C(=O)O)n1 | 105 | 1 | -1.9 | 1 | -1
27 | O=C(NCc1ccc(Cl)cc1)c1ccc(OCC2CCCO2)cc1 (stereo not given) | 91 | 2 | -1.7 | 3 | 2
28 | Cc1cc(C)c(S(=O)(=O)c2cccc(C(F)(F)F)c2)c(=O)[nH]1 | 101 | -3 | -1.3 | x | -31
29 | O=C(N/N=C/c1ccc(Cl)c([N+](=O)[O-])c1)C1CC1 | 111 | 0 | -0.6 | -6 | 3
30 | COc1ccc(Cl)cc1NC(=O)Nc1cnccn1 | 108 | -5 | -3.2 | -4 | -2
31 | CCCCn1nnnc1NCc1cccc(OC)c1OC | 99 | -1 | -0.1 | -3 | -2
32 | O=C(Cc1cccc(NC(=O)C2CCCN(C(=O)c3ccccc3)C2)c1)Nc1cccc(C(=O)N2CCOCC2)c1 (stereo not given) | 103 | -3 | 0.0 | 7 | -3
33 | COCc1c(C(=O)OCc2nnc(-c3ccc([N+](=O)[O-])cc3)o2)oc2ccccc12 | x | 0 | 0.4 | -5 | -8
34 | Cc1ccc(N2CCN(C(=O)c3ccccc3NC(=O)/C=C\C(=O)O)CC2)cc1 | 106 | -3 | -0.8 | -2 | -6
35 | CCOC(=O)C1=C(C)Nc2ccccc2N/C1=N\S(=O)(=O)c1ccc(Cl)cc1 | x | 6 | -0.3 | -10 | 0
36 | CC(/C=C1\SC(=O)N(CC(=O)Nc2cccc(O)c2)C1=O)=C\c1ccccc1 | 75 | -2 | -0.6 | -1 | 18

nr | V-ATPase pHluor | Keap1-Nrf2 PPI | C-LANA FP | NSD2 HMT inh | Cardiac RTF inh
25 | 0 | -3 | 1.3 | 1 | 0
26 | 2 | -4 | -1.4 | -6 | 2
27 | -2 | -1 | -3.1 | -2 | -12
28 | -1 | -8 | 3.0 | 25 | -2
29 | -1 | -2 | 1.4 | 0 | -2
30 | 1 | -3 | -0.4 | 2 | 1
31 | 3 | -1 | -1.2 | 2 | -11
32 | 0 | -3 | -0.1 | x | -2
33 | 2 | 0 | -0.7 | 1 | 0
34 | 0 | -8 | 1.2 | 3 | 0
35 | 0 | 0 | 0.5 | -2 | 0
36 | 1 | 2 | 1.6 | -1 | -17

Later entries:
nr | mol | Pemphigus Ab inh | DAGLB inhibitor | CAL PDZ FP-1 | CAL PDZ FP-2 | Arrestin-AP2 inh
37 | Cc1sc2nc3n(c(=O)c2c1C)CCCCC3 | 96 | -3 | -0.1 | -1 | 0
38 | Cc1c(NC(=O)c2cc(-c3ccc4c(c3)OCO4)on2)c(=O)n(-c2ccccc2)n1C | 103 | -3 | 0.6 | x | -7
39 | O=C1C=C(c2ccccc2)C[C@@H](c2ccc3c(c2)OCO3)C1 | 98 | -14 | -1.5 | -1 | 0
40 | CCOc1ccc(NC(=O)C(C)C(Cc2ccc(C)cc2)C(=O)O)cc1 (stereo not given) | 98 | 0 | 0.5 | -1 | 11
41 | Cn1c(SCc2ccccc2)nnc1-c1cnccn1 | x | -3 | -2.1 | -2 | 20
42 | CCC(C(=O)Nc1ccccc1Cl)n1nc(C)c2c(C)n(-c3ccccc3)nc2c1=O (stereo not given) | 81 | 0 | -1.1 | 3 | -4
43 | O=C(CN1C(=O)c2ccccc2S1(=O)=O)Nc1ncccn1 | 94 | 1 | -2.5 | -3 | 4
44 | CCc1c(O)nc(SCC(=O)Nc2ccccc2)n(-c2ccccc2)c1=O | 103 | 3 | -0.2 | 2 | 15
45 | O=C(OCC(=O)N1CCCc2ccccc21)c1cc(S(=O)(=O)N2CCOCC2)ccc1Cl | 100 | 0 | -3.8 | -2 | -7
46 | CCCCN1C(=O)/C(=C2\SC(N3CCOCC3)=NC2=O)c2ccccc21 | 114 | 3 | -1.0 | -3 | -16
47 | CC(=O)Nc1ccc(S(=O)(=O)NNC(=O)COc2ccc(C)cc2)cc1 | 99 | -2 | -2.6 | -3 | x
48 | CN1C(=O)N(CC(=O)N2CCN(c3ncccn3)CC2)C(=O)C12CCCCC2 | 97 | 2 | -2.0 | 0 | -7
49 | O=Cc1ccc(-c2cccc([N+](=O)[O-])c2)o1 | 106 | 1 | 0.9 | -4 | -2
50 | Cc1cc(=O)[nH]c2c1cnn2C(C)c1ccccc1 (stereo not given) | 96 | -1 | -0.8 | 8 | -11
51 | COc1cc2cncc(Cc3ccc(Cl)cc3)c2cc1OC | x | 1 | -0.7 | -8 | 3

nr | V-ATPase pHluor | Keap1-Nrf2 PPI | C-LANA FP | NSD2 HMT inh | Cardiac RTF inh
37 | 0 | -1 | 0.2 | -3 | 5
38 | -3 | -5 | -0.6 | -2 | -2
39 | 8 | -2 | 0.6 | x | -7
40 | 1 | 0 | 0.7 | 0 | -4
41 | 1 | 0 | -3.0 | 1 | 2
42 | 1 | -4 | -0.1 | -3 | 2
43 | 2 | -1 | 0.2 | 0 | -2
44 | -3 | -6 | -1.6 | x | -4
45 | -1 | -5 | -1.0 | -3 | 0
46 | -1 | -1 | 2.2 | 1 | 11
47 | 1 | 3 | 1.0 | 1 | 6
48 | 3 | -3 | -1.5 | 10 | -16
49 | 3 | 3 | -0.1 | 0 | 3
50 | 1 | -3 | -1.4 | -1 | 2
51 | 4 | -4 | -0.6 | -1 | 6

Profiles, quoted from the list. Order of screens: Pemphigus Ab inh	DAGLB inhibitor	CAL PDZ FP-1	CAL PDZ FP-2	Arrestin-AP2 inh	V-ATPase pHluor	Keap1-Nrf2 PPI	C-LANA FP	NSD2 HMT inh	Cardiac RTF inh
Cc1c(NC(=O)c2cc(-c3ccc4c(c3)OCO4)on2)c(=O)n(-c2ccccc2)n1C is listed with 103	-3	0.6	x	-7	-3	-5	-0.6	-2	-2
CCN(CC)S(=O)(=O)c1ccc(NC(=O)c2cccnc2Cl)c(NC(=O)c2cccnc2Cl)c1 is listed with 106	x	-1.1	2	11	-2	-1	-0.3	-1	x
O=Cc1ccc(-c2cccc([N+](=O)[O-])c2)o1 is listed with 106	1	0.9	-4	-2	3	3	-0.1	0	3

Screens from PubChem.

This is a subset; rates above refer to the full screens.
